SR-BI DiI inh – inhibitors of SR-BI mediated HDL lipid uptake, primary screen, ldlA[mSR-BI] cells, fluorescence, single point | Scavenger receptor class B member 1 (Mus musculus), Q61009 | ldlA[mSR-BI] CHO cells, DiI-HDL uptake fluorescence, 3 h | inhibition, % at 12.5 µM | actives 0.96% (n = 320,000) | AID 488896, 2010;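 active = mean replicate inhibition of at least 70% and a set share of replicates each scoring 70 or more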;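 note: 0% = median of neutral control wells and 100% = median of positive control wells; values of inactives mirror those of a sister screen read the other way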
Wnt bcat act – Wnt/beta-catenin pathway activators, primary screen, cell-based, plate reader, single point. Wnt/beta-catenin reporter cell assay, activator. activation, % at 9.35 µM. actives 1.2% (n = 300,000). AID 743398, 2014; in the data active = activation above about 30%, passing the limit was not always enough;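 note: 0% = neutral control wells and 100% = positive control wells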
V-ATPase pH – regulators of yeast V-ATPase proton pumping, primary screen, pHLuorin cytosolic pH fluorescence; S. cerevisiae; response, % at 10 µM; actives 0.37% (n = 350,000); in the data active = response mostly above about 7.3%, no sharp cut-off; inactive = mostly below about 5.4%; note: actives read high; inactives centre near 0; some compounds called inactive have numbers as strong as hits; reference of the scale not given here
HTR5A inv ag – HTR5A inverse agonists in luminescence cell assay, primary screen, counter-screen for OPRM1-OPRD1 heterodimer inverse agonist project, full-deck HTS | 5-hydroxytryptamine receptor 5A (Homo sapiens), P47898 | HTR5A cell line, inverse agonism | inhibition, % at 9.3 µM | actives 0.083% (n = 340,000); in the data active = inhibition mostly above about 23%, no sharp cut-off; inactive = mostly below about 18%;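 note: 0% = cells with DMSO and 100% = no-cell wells with DMSO; some compounds called inactive have numbers as strong as hits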
Target sequence (P47898 whole entry, looked up): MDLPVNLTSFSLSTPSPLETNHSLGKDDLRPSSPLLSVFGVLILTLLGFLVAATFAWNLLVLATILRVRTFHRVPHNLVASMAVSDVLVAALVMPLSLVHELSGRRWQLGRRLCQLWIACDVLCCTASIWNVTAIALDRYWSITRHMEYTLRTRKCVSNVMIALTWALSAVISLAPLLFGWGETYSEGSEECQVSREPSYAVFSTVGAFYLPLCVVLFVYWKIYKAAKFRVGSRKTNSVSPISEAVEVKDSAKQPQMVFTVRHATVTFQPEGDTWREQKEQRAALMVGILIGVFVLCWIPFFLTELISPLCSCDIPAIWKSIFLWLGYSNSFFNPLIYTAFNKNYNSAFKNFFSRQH
MITF TRPM1 HTS – activators of MITF-driven TRPM1 promoter reporter, primary screen, cell-based, SK-MEL-5, luciferase, single point | SK-MEL-5 TRPM1-promoter luciferase, 24 h; % of positive control, neutral wells = 0 | activation, % at 12.5 µM | actives 0.75% (n = 300,000) | AID 588334, 2011;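 active = mean activation of at least 80% with every replicate also reaching 80%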;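 note: 0% = neutral control wells and 100% = parthenolide positive control wells; values of inactives mirror those of a sister screen read the other way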
HTR5A ag – HTR5A agonists in luminescence cell assay, primary screen, counter-screen for OPRM1-OPRD1 heterodimer agonist project, full-deck HTS; 5-hydroxytryptamine receptor 5A (Homo sapiens), P47898; cell-based; activation, % at 9.3 µM; actives 0.61% (n = 340,000); in the data active = activation mostly above about 9.5%, no sharp cut-off; inactive = mostly below about 7.6%;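 note: 0% = cells with vehicle only and 100% = reference agonist; strong numbers were not always called active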
dFosB activator – activators of delta FosB homodimer, primary screen, biochemical, fluorescence polarization, TAMRA-CDK5 oligo, single point. purified delta FosB; percent of positive-control signal above neutral wells. activation, % at 25 µM. Protein FosB (Mus musculus), P13346. actives 0.99% (n = 340,000). AID 493131, 2011;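 active = mean activation above about 17%, with every replicate also reaching it, limit read from the data, passing the limit was not always enough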;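 note: fluorescence polarization rise as delta FosB binds a TAMRA Cdk5 AP-1 oligo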
Target sequence (P13346 whole entry, looked up): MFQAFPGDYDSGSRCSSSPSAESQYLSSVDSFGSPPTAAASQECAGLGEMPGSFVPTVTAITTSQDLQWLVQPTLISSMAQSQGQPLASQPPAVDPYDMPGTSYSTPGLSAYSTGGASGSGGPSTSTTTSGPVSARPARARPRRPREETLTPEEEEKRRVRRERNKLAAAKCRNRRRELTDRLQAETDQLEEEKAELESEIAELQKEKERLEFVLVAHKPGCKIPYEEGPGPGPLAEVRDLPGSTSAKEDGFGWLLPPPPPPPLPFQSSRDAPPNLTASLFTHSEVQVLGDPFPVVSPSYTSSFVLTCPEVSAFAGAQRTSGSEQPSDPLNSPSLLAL
NSD2 inh – NSD2 histone methyltransferase inhibitors, primary screen, biochemical, AlphaScreen, single concentration, set 2 | NSD2 peptide methylation, 120 min | inhibition, % at 12.5 µM | actives 0.54% (n = 310,000) | Histone-lysine N-methyltransferase NSD2 (Homo sapiens), O96028; in the data active = inhibition above about 50%
PvdQ inh – P. aeruginosa PvdQ acylase inhibitors, primary screen, biochemical, fluorescence, plate reader and imaging, single point. purified PvdQ acylase. PvdQ acylase [Pseudomonas aeruginosa LESB58]. AID 488965, 2010. inhibition, % at 10 µM. actives 0.063% (n = 340,000); in the data active = inhibition above about 30%, passing the limit was not always enough;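 note: 0% = vehicle neutral wells and 100% = reference inhibitor wells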
CDK5 inh – inhibitors of human CDK5/p35 kinase, primary screen, biochemical, single concentration. Cyclin-dependent kinase 5 (Homo sapiens) + Cyclin-dependent kinase 5 activator 1 (Homo …. actives 0.01% (n = 330,000). Recombinant CDK5/p35, ADP-Glo luminescence, 60 min. AID 488839, 2010. inhibition, % at 10 µM;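 active = highest replicate inhibition of at least 50% and at least 75% of replicates reaching 50%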;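 note: plate controls were DMSO neutral control for no effect and GW8510 at 10 µM for full effect; many of its hits are not listed in these tables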
The depositor's hits bear a star; . = not tested or not shown.

entry	Compound	SR-BI DiI inh	Wnt bcat act	V-ATPase pH	HTR5A inv ag	MITF TRPM1 HTS	HTR5A ag	dFosB activator	NSD2 inh	PvdQ inh	CDK5 inh
1	O=C(NNC(=S)NC1CC2CCC1C2)c1ccc(Cl)cc1 (centres undefined)	-20.7	7.9	0.6	17.9	.	1.8	-0.4	6.2	-2.1	-0.4
2	CC(C)CCNC(=O)CC1C(=O)N(Cc2ccccc2)C(C)c2nc3ccccc3n21 (centres undefined)	13.1	0.5	0.7	.	.	.	-10.3	2.9	-13.9	-0.6
3	COc1cccc(-c2cccc(NC(=O)C3CCN(Cc4nccs4)CC3)c2)c1	3.8	-1.5	2.6	-12.1	-5.7	5.0	-5.3	-1.7	-9.1	-0.3
4	O=C(CN1CCSCC1)N/N=C/c1ccc(F)cc1	-7.9	-0.9	3.0	-15.0	-2.3	-0.2	-3.0	-2.2	-17.9	-0.2
5	CCOc1ccc(-c2c(C(=O)N/N=C/c3ccoc3)nnn2-c2nonc2N)cc1	28.4	6.0	4.4	21.9	4.3	1.6	-3.6	2.9	5.3	0.6
6	O=C(C1COc2ccccc2O1)N1CCN(c2ccccc2F)CC1 (centres undefined)	7.5	2.5	0.8	-14.0	11.4	1.3	-1.5	-3.6	0.9	0.1
7	Cc1ccc(C)c(N2C(=O)c3cc(N4CCOCC4)c([N+](=O)[O-])cc3C2=O)c1	.	.	-1.1	-8.8	-20.3	2.6	7.1	-0.3	-1.7	-0.8
8	O=C(O)C1CCCN1C(=O)C12CC3CC(CC(C3)C1)C2 (centres undefined)	6.4	-3.5	-1.5	-14.4	-13.7	3.9	-1.1	0.8	-10.0	2.3

Reprinted from the part before: two entries, followed by the next part.
entry	Compound	SR-BI DiI inh	Wnt bcat act	V-ATPase pH	HTR5A inv ag	MITF TRPM1 HTS	HTR5A ag	dFosB activator	NSD2 inh	PvdQ inh	CDK5 inh
7	Cc1ccc(C)c(N2C(=O)c3cc(N4CCOCC4)c([N+](=O)[O-])cc3C2=O)c1	.	.	-1.1	-8.8	-20.3	2.6	7.1	-0.3	-1.7	-0.8
8	O=C(O)C1CCCN1C(=O)C12CC3CC(CC(C3)C1)C2 (centres undefined)	6.4	-3.5	-1.5	-14.4	-13.7	3.9	-1.1	0.8	-10.0	2.3
9	O=C1[C@@H]2C(c3ccccc3Cl)=NO[C@@H]2C(=O)N1Cc1ccccc1	-6.3	-3.3	1.9	8.7	8.0	-3.0	-0.6	-0.4	-9.8	-0.1
10	CCn1c(-c2ccco2)n[nH]c1=S	0.6	.	0.6	-0.3	0.9	-5.7	-1.8	-2.2	-12.0	-0.3
11	CCCn1nc(Oc2nc(NCC)nc(NCC)n2)ccc1=O	7.5	1.0	-2.8	-10.7	-1.7	-0.4	3.2	-2.5	-13.4	-3.2
12	CC(C)=CCC/C(C)=C/Cc1c(O)ccc(C(=O)/C=C/c2ccc(O)cc2)c1O	68.3	-0.5	-3.1	-18.8	12.3	0.4	0.9	.	-4.0	0.9
13	Cc1ccc(NS(=O)(=O)c2ccc(CCC(=O)N3CCCC3)cc2)cc1	-3.1	-1.3	-1.9	4.2	-3.2	-1.6	-8.6	-0.9	2.8	2.8
14	COc1ccc(C(C(=O)NC2CCCC2)N(Cc2cccnc2)C(=O)c2snc(C(N)=O)c2N)cc1OC (centres undefined)	-20.2	-1.7	-2.6	0.8	-3.2	1.9	-4.3	0.5	-8.2	-1.4
15	O=C(NC(=S)N1CCOCC1)c1cn(-c2ccccc2)nc1-c1ccccc1	17.2	4.7	7.0	-0.5	-2.4	0.2	-20.7	1.5	-5.3	-1.3
16	CCOC(=O)c1ccc(NC(=O)CN2C(=O)CSC2=O)cc1	-11.6	.	-0.4	9.4	-0.3	-3.9	-1.4	-0.9	-4.8	0.5
17	O=S(=O)(c1ccccc1)N(Cc1nc(-c2ccccc2)no1)C1CCCCC1	34.7	.	1.5	6.6	1.9	6.5	-6.3	3.3	-15.6	-1.8
18	Oc1ccc2oc3c(c2c1)CCCC3	9.3	.	0.3	-13.3	16.7	5.2	-2.2	1.3	0.2	-2.2
19	O=C(NCCOc1ccc(F)cc1)C1CCC(=O)N(CCN2CCOCC2)C1 (centres undefined)	-32.4	-1.3	1.6	-2.1	10.5	2.4	-10.2	-1.2	-6.5	-1.8
20	COC(c1ccccc1)c1nnc(CCC(=O)N(C)CCCC2CCCC2)o1 (centres undefined)	23.6	2.2	-0.3	13.8	20.2	-4.8	-2.3	-0.9	1.7	-2.1
21	CC1=CC(=C(C#N)c2nc3ccccc3s2)C=C(C)N1Cc1ccco1	109.2*	-1.1	0.9	1.1	58.3	-0.4	0.4	.	-14.9	0.8
22	CSc1cccc(NC(=O)CN(c2ccc(C)cc2C)S(C)(=O)=O)c1	-13.6	.	5.3	-13.0	3.3	5.3	-1.6	-0.1	-8.4	-1.2
23	Cc1ccc(Cl)cc1NC(=O)C(NS(=O)(=O)c1cccs1)c1ccccc1 (centres undefined)	-0.3	5.2	2.2	6.0	-10.5	-2.3	-10.2	1.0	-4.2	1.2
24	Cc1ccccc1-n1c(SCC(=O)NCC2CCCO2)nnc1-c1ccncc1 (centres undefined)	-5.0	1.1	4.4	4.9	6.4	-1.2	-4.1	-1.4	-14.8	-3.0
25	COc1ccc(C(=O)NNC(=O)CN2CCN(c3nc(-c4ccccc4)cs3)CC2)cc1	-4.4	-0.8	3.8	-3.6	-2.7	2.5	-10.8	.	-3.9	-1.7
26	Cc1nn(Cc2cccc(C(=O)NC34CC5CC(CC(C5)C3)C4)c2)c(C)c1Br	4.9	-11.4	1.9	-2.5	.	4.3	-5.2	-2.5	-0.5	0.3
27	O=S(=O)(ON(c1ccccc1)S(=O)(=O)c1ccccc1)c1ccccc1	-7.4	1.3	0.9	2.6	-12.8	-1.0	0.9	-2.0	10.9	-0.5
28	CCC(C(=O)OC)n1cnc2c(nnn2-c2ccc(F)cc2)c1=O (centres undefined)	-4.5	-1.3	4.4	6.0	.	3.1	-7.2	.	17.2	3.7
29	CCOC(=O)c1c(NC(=O)COC(=O)c2nc(Cl)ccc2Cl)sc2c1CCC2	.	-2.1	0.8	13.7	-0.2	-1.8	-1.8	-2.1	-14.5	-1.7
30	O=C(OCC12CC3CC(CC(C3)C1)C2)c1ccc(NCc2cc(O)ccc2O)cc1	4.7	-3.5	-4.5	-66.6	-35.2	17.4*	-3.6	.	-4.8	-1.3
31	C#Cc1ccc([C@H]2C=C(C(=O)N3CCOCC3)O[C@@H](OCC)[C@@H]2CCCO)cc1	-7.2	2.2	0.6	13.3	-10.6	-0.5	7.7	.	8.0	0.6
32	CCN(CC)c1ccc(C(=O)NC(=S)N2CCN(Cc3ccc4c(c3)OCO4)CC2)cc1	-6.5	.	-5.7	-16.9	-9.6	6.5	-2.4	2.6	2.6	-0.3
33	COc1ccc(NC(=O)CSc2nnc(Cc3cccs3)n2-c2ccc(C)cc2)cc1	18.8	2.0	-2.2	-5.8	-17.6	5.1	-10.2	-0.2	-6.6	-0.8
34	O=[N+]([O-])c1cccc(-c2nnc(-c3ccc4c(c3)OCO4)o2)c1	43.6	-1.8	-2.0	-26.1	22.1	10.4	2.2	0.8	-8.2	0.6
35	CC[C@H](C)[C@H](NC(=O)c1ccccc1)C(=O)Nc1ccc(S(=O)(=O)Nc2cc(C)nc(C)n2)cc1	-15.9	1.9	2.4	-14.1	-1.2	4.9	-5.6	-0.6	14.1	2.7
36	O=C(O)[C@]1(S(=O)(=O)c2ccccc2)C[C@@H]2ON=C(c3cccc(Br)c3)[C@@H]2C1	-13.4	-2.4	-0.6	-15.9	-14.3	-1.0	-1.8	.	16.4	2.6
37	Cc1c(S(=O)(=O)N2CCN(c3cccc(C(F)(F)F)c3)CC2)c(=O)n(C)c(=O)n1C	-5.7	1.2	-2.2	14.6	.	2.1	3.3	.	-5.7	1.1
38	COc1ccccc1NC(=O)COC(=O)c1ccccc1C(=O)N1CCN(c2ccccc2)CC1	25.1	-1.5	-0.3	0.8	4.8	-0.3	5.4	-0.4	-9.4	0.0
39	Cc1ccc(C)c(NC(=O)C2CC(=O)N(C3CCCCC3)C2)c1 (centres undefined)	.	2.7	-1.7	8.8	-4.4	-3.1	-2.0	-6.5	-0.3	-0.6
40	Cc1ccc(N(C(=O)C2CCC(=O)N2)C2(C(=O)NC3CCCC3)CCCCC2)cc1 (centres undefined)	-15.5	-1.8	-2.6	-6.0	1.5	-1.9	4.6	-0.3	-11.6	0.7

Down the list, quoted from above.
Compounds 34 to 37 in HTR5A inv ag, in turn: -26.1, -14.1, -15.9, 14.6
Compounds 34 to 37 in CDK5 inh, in turn: 0.6, 2.7, 2.6, 1.1
Compounds 34 to 37 in V-ATPase pH, in turn: -2.0, 2.4, -0.6, -2.2

(cont.)
entry	Compound	SR-BI DiI inh	Wnt bcat act	V-ATPase pH	HTR5A inv ag	MITF TRPM1 HTS	HTR5A ag	dFosB activator	NSD2 inh	PvdQ inh	CDK5 inh
41	Cc1ccc(OCC(=O)NCCCNC(=O)c2ccco2)cc1C	.	-1.2	-1.5	2.9	-9.6	-1.1	-13.8	4.7	-16.2	-0.5
42	COc1ccc(CCN(C)C(=O)c2oc3ccccc3c2C)cc1OC	-20.1	-0.7	-2.4	0.5	-12.8	2.2	-4.5	-0.3	-17.3	0.4
43	CCCC(=O)c1ccc2c(c1)OCCO2	-12.2	-1.5	-2.2	-37.8	11.0	1.1	1.9	0.6	-7.3	1.0
44	COCCN(C(=O)COC(=O)CCn1c(C)csc1=O)c1c(N)n(Cc2ccccc2)c(=O)[nH]c1=O	-12.3	-2.4	14.9*	20.2	8.8	-8.2	-8.3	0.0	8.8	1.0
45	COc1cc(C(=O)Nc2cccc3ncccc23)cc(OC)c1OC	-34.2	-0.6	-0.9	5.9	.	-2.4	-1.0	-1.7	-8.9	0.1

Bioassay records (PubChem BioAssay)
